Screens: PubChem BioAssay, National Center for Advancing Translational Sciences (NCATS)
TrxR1 inh = blocks rat thioredoxin reductase 1 | Potency, µM (titrated, usually from 114 µM), inactives show at the highest dose activity change, negative = inhibition, hits mostly inhibitors | O89049 | actives 1% (n = 390,000) | recombinant rTrxR1, NADPH fluorescence consumption, selenite substrate; further: potency means the concentration at half of the fitted maximal effect; on the % scale 0 is the no-effect control and ±100 the full control effect; nearly all actives have a fitted effect of over 65% in size
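Rat TrxR1 (90 nM in the dispensed reagent) was pre-reduced with 400 uM NADPH for 5 min at room temperature, then incubated with compound for 15 min. After 400 uM selenite was added, NADPH fluorescence (Ex 340/Em 450 nm) was followed for 8 min.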
RGS4 inh = inhibitors of human regulator of G protein signaling 4; Potency, µM (doses to about 114 µM), without a hit: top-dose activity change, negative = inhibition, usual class: inhibitors; actives 0.039% (n = 390,000); Transcreener GDP fluorescence polarization, RGS4-accelerated GTP hydrolysis; P49798; further: potency means the concentration at half of the fitted maximal effect; on the % scale 0 is the no-effect control and ±100 the full control effect; nearly all actives have a fitted effect of over 75% in size; some results filed as inactive show a strong effect at the top dose
Target sequence (P49798 whole entry, looked up): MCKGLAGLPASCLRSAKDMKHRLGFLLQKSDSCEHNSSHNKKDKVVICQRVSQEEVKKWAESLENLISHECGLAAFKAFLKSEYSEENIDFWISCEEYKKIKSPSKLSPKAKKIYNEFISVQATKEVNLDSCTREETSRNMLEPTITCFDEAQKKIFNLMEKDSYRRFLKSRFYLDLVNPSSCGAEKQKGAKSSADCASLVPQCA
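MLSMR compounds (23 nl, pin-transferred) preincubated 10 min at room temperature with a 500nM (2x) first reagent, then RGS4 at 900nM (2x) plus Transcreener GDP mix added; fluorescence polarization (620/688 nm) read before and after 90 min at 30 °C.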
LDHA inh = inhibitors of human lactate dehydrogenase A; purified LDHA, NADH/diaphorase-resazurin fluorescence; hits give low values; AID 1347041; P00338; actives 0.15% (n = 480,000); activity change, % (values are at about 110 or 230 µM); in the data active means activity change below about -30%; inconclusive means mostly about -25% to -30%;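 further: plate controls were DMSO wells for no effect and wells without enzyme for full effect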
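Resorufin fluorescence (ex540/em590), read at 0 and 20 min after diaphorase/resazurin addition, reports the NADH left after a 5 min room-temperature reaction of 2 nM human LDH5 with 0.06 mM NADH and 0.2 mM pyruvate.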
USP1 inh = USP1/UAF1 (human) deubiquitinase inhibition | O94782 | recombinant USP1/UAF1, Ub-Rhodamine cleavage fluorescence | Potency, µM (titrated, usually from 57.1 µM), for inactives: top-dose activity change, negative = inhibition, usual class: inhibitors | actives 0.23% (n = 390,000) | AID 743255; further: potency means the concentration at half of the fitted maximal effect; on the % scale 0 is the no-effect control and ±100 the full control effect; nearly all actives have a fitted effect of over 60% in size; inactives centre near -12
Target sequence (O94782 whole entry, looked up): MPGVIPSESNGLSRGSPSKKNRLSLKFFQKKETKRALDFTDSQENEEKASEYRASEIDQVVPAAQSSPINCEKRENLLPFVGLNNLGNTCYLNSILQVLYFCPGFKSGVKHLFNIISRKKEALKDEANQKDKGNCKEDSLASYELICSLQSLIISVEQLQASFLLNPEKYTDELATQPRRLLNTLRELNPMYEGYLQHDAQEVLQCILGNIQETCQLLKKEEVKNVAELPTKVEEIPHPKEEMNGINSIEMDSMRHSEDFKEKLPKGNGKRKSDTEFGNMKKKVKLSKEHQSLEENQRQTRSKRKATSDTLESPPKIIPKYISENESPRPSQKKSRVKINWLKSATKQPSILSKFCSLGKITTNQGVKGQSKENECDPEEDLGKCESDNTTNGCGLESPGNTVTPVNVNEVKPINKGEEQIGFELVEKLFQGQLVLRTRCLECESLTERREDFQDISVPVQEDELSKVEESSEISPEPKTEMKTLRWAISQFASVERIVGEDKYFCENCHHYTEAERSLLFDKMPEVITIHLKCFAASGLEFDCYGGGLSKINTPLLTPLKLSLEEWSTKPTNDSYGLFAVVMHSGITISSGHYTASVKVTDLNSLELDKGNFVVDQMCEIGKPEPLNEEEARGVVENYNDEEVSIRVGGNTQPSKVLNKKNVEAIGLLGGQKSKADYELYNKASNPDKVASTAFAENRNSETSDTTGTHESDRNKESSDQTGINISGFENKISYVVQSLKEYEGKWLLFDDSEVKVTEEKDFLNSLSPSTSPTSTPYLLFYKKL
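Step one: compound is pinned into 1nM USP1/UAF1 in HEPES pH 7.8 buffer with TCEP. Step two: 15 min room-temperature incubation. Step three: Ub-Rho (150nM final) starts cleavage, tracked by fluorescence over six one-minute reads.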
IDH1 R132H inh = human IDH1 R132H inhibition. O75874. IDH1-R132H enzyme, NADPH consumption, diaphorase/resazurin fluorescence. Potency, µM (top dose mostly 76.6 µM), inactives show at the top dose activity change, negative = inhibition, usual class: inhibitors. actives 0.093% (n = 390,000); further: potency means the concentration at half of the fitted maximal effect; on the % scale 0 is the no-effect control and ±100 the full control effect; nearly all actives have a fitted effect of over 65% in size
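IDH1-R132H (0.5 ug/mL dispensed) in pH 7.5 Tris buffer was preincubated 30 min with compound, then given a substrate mix of 0.016 mM NADPH and 2 mM alpha-KG for 80 min at room temperature; remaining NADPH was read by diaphorase/resazurin fluorescence.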
Vif-A3F inh = blocks the Vif interaction with APOBEC3F | HeLa A3F-eYFP + Vif (tagged APOBEC3F with the HIV-1 protein that degrades it), YFP fluorescence increase | Potency, µM (top dose mostly 46.1 µM), inactives show at the top dose activity, negative = active | actives 0.2% (n = 390,000); further: potency means the concentration at half of the fitted maximal effect; % of control where 0% means no effect; nearly all actives have a fitted effect of over 65% in size
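Fluorescence increase (Ex 488/Em 500-530) after overnight compound treatment at 37 deg C flags inhibition of Vif-driven A3F-eYFP loss in stable HeLa A3F-eYFP/Vif cells seeded overnight beforehand.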
TrxR1 substrate = substrates of rat thioredoxin reductase 1. purified TrxR1 substrate turnover, NADPH consumption readout. Potency, µM (titrated, usually from 114 µM), without a hit: top-dose activity change, negative = substrate turnover. actives 0.01% (n = 390,000). AID 588456; further: potency means the concentration at half of the fitted maximal effect; on the % scale 0 is the no-effect control and ±100 the full control effect; nearly all actives have a fitted effect of over 50% in size
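Rat TrxR1, dispensed at 90 nM, was prereduced with 400 uM NADPH (final) for 5 min at ~22 deg C, then incubated with compound 15 min before 400 uM selenite. A first-read NADPH fluorescence drop versus no-compound background flagged substrates.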
GRP78 ERSR act = inducers of ER stress response in human glioma cells | U87-MG GRP78 promoter luciferase reporter, 16 h | Potency, µM, for inactives: top-dose activation, actives largely listed as activators | actives 0.02% (n = 420,000) | AID 602332; further: potency means the concentration at half of the fitted maximal effect; series mostly up to about 76 µM; % of control where 0% means no effect; nearly all actives have a fitted effect of over 35% in size
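Stably transfected U87-MG glioma cells carrying a GRP78-based luciferase sensor; 16 h compound incubation. Luminescence end-point read 10 min after Bright-Glo addition at room temperature.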
Vif-A3G inh = Vif-A3G binding inhibition; AID 602310; Potency, µM (titrated, usually from 46.1 µM), without a hit: at the highest dose activity, negative = active, actives largely listed as inhibitors; actives 0.076% (n = 410,000); HeLa A3G-eYFP + Vif (tagged APOBEC3G with the HIV-1 protein that degrades it), YFP fluorescence, overnight; Q9HC16;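 further: potency means the concentration at half of the fitted maximal effect; on the % scale 0 is the no-effect control and ±100 the full control effect; nearly all actives have a fitted effect of over 60% in size; hits raise eYFP signal because A3G escapes Vif-driven loss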
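Read-out is eYFP fluorescence (Ex 488/Em 500-530) from Vif-expressing HeLa A3G-eYFP cells; more signal means A3G escaped Vif-mediated degradation. Cells plated overnight, compound pinned in, incubated overnight at 37 deg C.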
* = called active by the depositor; u = inconclusive; x = not tested or not shown; & = joins results of further samples; [ ] = dose if it differs, or a comment. Unless noted, the call rests on the fitted dose curve; in most records, active means well fitted curve in the direction sought with a large enough effect; inconclusive means small, poorly fitted or top-dose-only effect, or another doubt; inactive means no such curve, though single readings can be large; an effect the other way counts as inactive or inconclusive. This is a subset; the hit share may differ from the screen's.

compound	USP1 inh	TrxR1 substrate	Vif-A3F inh	RGS4 inh	GRP78 ERSR act	IDH1 R132H inh	TrxR1 inh	LDHA inh	Vif-A3G inh
C=CCc1c(C)[nH]c2ccc(C)cc2c1=O	-8%	-13%	8%	13%	-1%	-1%	-13%	0	-1%
O=C(Nc1cccc(Cl)c1)Nc1ccccc1C(=O)O	-5%	42%[activator]	1%	29%	-10%	12%	17%	-8	3%
CCCCC(=O)NNC(=O)CC(=O)Nc1ccccc1C(=O)O	-4%	4%	-3%	-8%	-1%	-15%	27%	-19	4%
CCC1(c2ccc(F)cc2)NC(=O)N(CC(=O)NC2CCCC(C)C2C)C1=O (stereo not drawn)	1%	15%[57.1 µM]	13%	u	3%	7%	31%[11.4 µM]	-4	-1%
O=C(CCNC(=O)c1ccccc1)OCC(=O)c1cccc(Cl)c1	-1%	2%	0%	3%	-2%	13%	35%	-6	-3%
Cc1cc(C)c2c(N)c(C(=O)Nc3ccccc3Br)sc2n1	-4%	50%[activator]	-17%	9%	-6%	11%	30%	-11	-6%
CCS(=O)(=O)NC(C)C(c1cccs1)N1CCN(c2ccc(F)cc2)CC1 (stereo not drawn)	-8%	4%	8%	12%	-4%	14%	12%[57.1 µM]	-2	0%
Cc1nnc(SCC(=O)NC2CCCC2)n1-c1ccccc1	-5%	5%	3%	8%	17%	6%	18%	-2	3%
CCN(C(=O)c1cc(S(=O)(=O)N2CCCCC2)c[nH]1)c1ccc(OC)cc1	-25%&-3%	0%&-15%	6%&5%	1%&23%	1%&-1%	7%&0%	1%&-20%	-2&-16	1%&10%
O=C(O)C1C2C=CC(C2)C1C(=O)NCCCn1ccnc1 (stereo not drawn)	-16%	-1%	-1%	2%	-4%	0%	-7%	1	-1%
NC(N)=NS(=O)(=O)c1ccc(NC(=S)NC(=O)Cc2ccc(Cl)cc2)cc1	-22%	8%	-11%	-32%	2%	-5%	-5%	-2	-6%
COc1ccc2c(c1)cc1c(=O)n(CC(=O)NCCc3ccccc3)nc(C)n12	-19%	7%	0%	-2%	-4%	-1%	13%	-5	3%
COc1ccc(S(=O)(=O)N(CCc2ccccc2)CC(=O)Nc2cc(C)ccc2C)cc1	-20%	1%	-1%	-16%	-2%	-13%	14%	-3	3%
COc1ccc(NC(=O)CN(C)C(=O)c2ccc(COc3ccccc3)cc2)cc1	0%	-8%	-10%	13%	-2%	-13%	-3%	-5	0%
CC(C)OCCCNC(=O)c1ccc(CSc2nc3cccnc3n2Cc2ccccc2)cc1	-7%	1%[57.1 µM]	0%	0%	3%	32%[activator]	15%[57.1 µM]	0	3%
Cn1c(=O)c2[nH]c(N=NNc3ccccc3F)nc2n(C)c1=O	-15%	-19%[57.1 µM]	-4%	u	5%	-13%	8%[57.1 µM]	7	0%
O=C1CCCC/C1=N\Nc1ccc(OCc2ccccc2)cc1	-2%	2%[57.1 µM]	5%	-14%	1%	-3%	-5%[57.1 µM]	2	-6%
COc1ccc2c(c1)CCCC2=O	6%	-10%	4%	6%	-5%	-6%	-2%	0	0%
COc1ccc(C(=O)NC2CC3CCCC(C2)N3Cc2ccccc2)c(OC)c1 (stereo not drawn)	-19%	28%	-2%	-13%	-3%	-1%	20%	-1	-3%
CCn1c(=O)c2cc(C(=O)NCCCN3CCC(C)CC3)sc2c2ccccc21	-7%	59%[activator]	-23%	10%	-2%	3%	22%	-1	8%
Cc1ccc2nc(NCCCO)[nH]c2c1	-12%	1%	6%	-1%	1%	3%	8%	-6	0%
CCOC(=O)N1CCN(C(=O)COC(=O)CSc2ccc([N+](=O)[O-])cc2)CC1	-5%	-10%	1%	-21%	-6%	4%	-21%	0	5%
O=C(O)c1ccc(-c2nnc(-c3ccccc3)o2)cc1	-20%	4%	1%	-12%	-5%	19%	14%	-2	0%
CCOc1ccc2[nH]c(=O)c(CN(Cc3nnnn3Cc3ccccc3)CC3CCCO3)cc2c1 (stereo not drawn)	-21%	11%	-5%	-18%	-3%	4%	-3%	4	-6%
CN(C)c1ccc(N=Nc2ccc(/C=C/c3ccnc4ccccc34)cc2)cc1	x	-13%	x	x	-3%	x	u	6	8%
CC1(C)CC(CCN)(Cc2ccccc2Cl)CCO1 (stereo not drawn)	-19%	6%	-8%	10%	-2%	7%	15%	-1	0%
COc1ccc(OC)c(C2C3=C(CCCC3=O)Nc3nnnn32)c1 (stereo not drawn)	-15%	-11%	2%	-9%	-3%	1%	-15%	-1	-7%
COc1ccc(OC(=O)Cc2cccc3ccccc23)cc1	-24%	-6%[11.4 µM]	-1%	-17%	-4%	10%	26%	-1	7%
OCC[C@@H]1C[C@H](O)[C@@H](O)[C@@]2(CCc3ccccc3CO2)O1	6%	-5%	10%	20%	-5%	-3%	-7%	1	5%
N#CCC(=O)Nc1cc(C(F)(F)F)ccc1N1CCOCC1	-10%	-8%	1%	-23%	-2%	3%	20%[57.1 µM]	1	-2%
COc1ccc(NC(=S)NC(C)c2ccncc2)cc1OC (stereo not drawn)	-15%	0%	0%	14%	-3%	-11%	u	2	-1%
O=C(CSc1nnnn1C1CCCC1)Nc1ccccc1N1CCOCC1	-20%	-1%	4%	-24%[56.9 µM]	-3%	4%	11%	1	1%
CCc1nnc(NC(=O)CSc2nnc(-c3ccc(S(=O)(=O)N4CCCC4)cc3)n2CC)s1	-16%	2%[0.457 µM]	11%	-3%	-4%	2%	5%	-1	0%
O=C(Nc1cccc2ccccc12)C(=O)C1C(=O)Nc2ccccc21 (stereo not drawn)	-11%	-7%	0%	9%[11.4 µM]	u	-8%	6%	1	1%
COC(=O)C1=C[C@@H](C(=O)OC)[C@@H]2C3=C(C(=O)[C@@]2(C)NC(=O)c2ccccc2)[C@H](C)[C@@H]2C(=O)N(Cc4ccccc4)C(=O)[C@@H]2[C@@H]3C1	x	-4%	x	15%	-5%	x	8%	x	-3%
Cc1ccccc1OCC(=O)Nc1ccncc1	-10%	1%[11.4 µM]	-1%	-19%	-3%	-8%	19%[2.29 µM]	-12	-1%
Cc1cccc(NS(=O)(=O)c2cc(C(=O)NCCC3=CCCCC3)ccc2Cl)c1	u	5%	1%	-24%	-3%	1%	9%	0	2%
O=C(Cc1nn[nH]n1)NCCC1=CCCCC1	-8%	5%	-1%	26%	-5%	7%	15%[57.1 µM]	-1	2%
Cc1cccnc1NC(=O)CNC(=O)COc1ccccc1	-8%	-6%[57.1 µM]	-11%	2%	-1%	-6%	-4%[57.1 µM]	-6	-4%
Cc1cc(C)nc(-n2nc(C)cc2NC(=O)CNC2CCCCC2)n1	-10%	-5%	0%	-1%	0%	5%	3%	-4	1%
CCOC(=O)c1cccnc1SCC(=O)NC(C)CC (stereo not drawn)	5%	9%[57.1 µM]	-4%	34%	-4%	3%	15%	-7	1%
CN(Cc1ccccc1)C(=O)CCNS(=O)(=O)c1ccc2c(c1)oc(=O)n2C	-12%	2%	-15%	-1%	-5%	3%	6%	6	0%
N#CCC(=O)Nc1ccc(C(=O)N2CCN(c3ccccn3)CC2)cc1	-6%	3%[57.1 µM]	4%	-4%	-2%	4%	3%[57.1 µM]	1	-4%
CC(=O)Nc1ccc(NC(=O)CCc2c(C)nc3c(c(C)nn3-c3ccc(C)cc3)c2C)cc1	-22%	62%[activator]	x	-5%	x	x	43%[activator]	3	x
Cc1ccc(S(=O)(=O)NC2CCCCC2)cc1C(=O)N1CCC(C(N)=O)CC1	-15%	2%	10%	-15%	-3%	3%	23%	-6	1%
Cn1cccc1C(=O)OCC(=O)c1ccc(Br)s1	-13%	0%[11.4 µM]	0%	-27%	2%	7%	-3%[11.4 µM]	0	-2%
O=C1CCC(=O)N1CN(Cc1ccco1)CN1C(=O)CCC1=O	2%	-1%	12%	21%	-3%	6%	-4%	-1	-2%
CCOC(=O)c1cnc2c(cnn2C)c1NCCC#N	1%	-3%	-2%	11%	-2%	4%	-8%	6	-2%
O=C(NCCCCc1ccccc1)C1CC(c2cccc([N+](=O)[O-])c2)=NO1 (stereo not drawn)	-22%	-5%	4%	19%	-1%	23%	8%	-4	5%
COCCOC(=O)c1c(C)n(C)c2ccc(OC(=O)c3ccccc3F)cc12	-7%	-4%	-1%	1%	2%	-1%	9%	-10	2%
Cc1ccc(C)c(NC(=S)N2CCCCCC2)c1	-10%	5%[57.1 µM]	0%	-15%	-5%	0%	6%[57.1 µM]	-1	3%
Cc1[nH][nH]c(=O)c1C(c1ccccc1[N+](=O)[O-])C(C#N)C#N (stereo not drawn)	-18%	12%[57.1 µM]	1%	-12%	-1%	-3%	10%[57.1 µM]	4	-5%
